PL synth Enamine – phospholipid synthesis inhibitors, CHO cells, primary screen, ZR-82 cells, Enamine library, screen 3 | ZR-82 CHO cells, pyrene fatty acid UV survival, CellTiter Blue; peroxisome-deficient CHO-K1 mutant line; plus DGAT-1, DGAT-2 and ACAT inhibitors | calls only at 10 µM | 20,000 compounds, 0.4% hits;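 active = cell survival signal 2 SD away from solvent-only control wells, confirmed on one or two retests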;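 also: 3 h compound exposure then viability read about one day after UV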
Calls only; i = inactive; + = active, no number.

SMILES	PL synth Enamine
c1ccc(N=P(c2ccc(N3CCOCC3)cc2N2CCOCC2)(N2CCOCC2)N2CCOCC2)cc1	i
O=c1cc(CSc2nnc3sc4ccccc4n23)nc2sccn12	i
C=CCNc1nnc(SCC(=O)N/N=C2/CC3CCC2(C)C3(C)C)s1 (stereo not drawn)	i
Cc1nc(SCC(=O)N(C)C)c2c(C)c(C)sc2n1	i
O=C(Cn1cc(C(F)(F)F)ccc1=O)N/N=C/c1ccco1	i
CCCCCOc1ccc(OC2OCCOC2Oc2ccc(OCCCCC)cc2)cc1 (stereo not drawn)	i
O=S(=O)(c1ccc(SCc2cc3c(cc2Br)OCO3)nc1)N1CCOCC1	i
O=C1C(Cl)=C(N2CCCC2)C(=O)N1c1ccc(F)cc1	i
O=S(=O)(NCCCN1CCOCC1)c1cccs1	i
COC(=O)c1c(C)[nH]c(C(=O)C(C)OC(=O)c2c(NC(C)=O)sc(C)c2C)c1C (stereo not drawn)	i
Cc1nc2ccc(I)cn2c1/C=N/Nc1cc(C)c2ccccc2n1	i
Cn1c(SCC(=O)NC2CCCCCCC2)nc2sc3c(c2c1=O)CCCC3	i
O=[N+]([O-])c1ccc(Cc2cc[n+](-c3nc4ccccc4nc3[N-]S(=O)(=O)c3ccc([N+](=O)[O-])cc3)cc2)cc1	i
C/C(=N\Nc1nncc2ccccc12)c1ccc2c(c1)Nc1ccccc1S2	i
CC(C)CCNC(=O)Cn1cc(C(F)(F)F)cc(Cl)c1=O	i
Cc1noc(C)c1S(=O)(=O)N1CCCC1C(=O)O (stereo not drawn)	i
O=S1(=O)CCC(Nc2ncnc3sc4c(c23)CCCC4)C1 (stereo not drawn)	i
c1ccc(Oc2cccc(CSc3nnc(-c4ccc5c(c4)OCO5)o3)c2)cc1	i
C=C(C)NC(=S)Nc1nccs1	i
CC1=C(c2ccccc2)[N+](=O)C(C)(c2ccc(Br)cc2)N1[O-] (stereo not drawn)	i
COc1ccc(-c2noc(COc3ccc(OC)cc3[N+](=O)[O-])n2)cc1	i
Nc1ccc([N+](=O)[O-])cc1NS(=O)(=O)c1ccc(Cl)cc1	i
C=CCN=c1scc(-c2ccc(OC(F)F)cc2)n1/N=C(\C)c1ccc2c(c1)OCCO2	i
O=S(=O)(c1ccc(S(=O)(=O)N2CCCSc3ccccc32)cc1)N1CCOCC1	i
Nc1c(C(=O)c2cccs2)sc2nc(C3CC3)cc(-c3cccs3)c12	i
Cc1ccc(C)c(S(=O)(=O)N2CC3(C)CC2CC(C)(C)C3)c1 (stereo not drawn)	i
CC1=C/C(=N\Nc2nc3ccccc3[nH]2)CC(C)(C)C1	i
c1coc(C(CNCc2ccc(-c3nc4ccccc4s3)o2)N2CCCC2)c1 (stereo not drawn)	i
Clc1ccc2c(N/N=C/c3cccnc3)ccnc2c1	i
Cc1ccc(C2=NN(S(C)(=O)=O)C(c3ccc4c(c3)OCO4)C2)cc1 (stereo not drawn)	i
Clc1ccc(C=Nc2ccc3c(c2)OCO3)c(Cl)c1	i
O=C(CC12CC3CC(CC(C3)C1)C2)OCC(O)CN1CCOCC1 (stereo not drawn)	i
Cc1cc(NC(=O)CSc2nnc(-c3ccco3)n2C)no1	i
Cc1nn(-c2ccccc2)c(C)c1P(=O)(c1ccccc1)N(C)C (stereo not drawn)	i
Clc1ccc(C2=CC(c3cccc(Br)c3)n3ncnc3N2)cc1 (stereo not drawn)	i
Cc1nc(SC(C)c2nc3sc(C)c(C)c3c(=O)[nH]2)n(C2CCCC2)c1C (stereo not drawn)	i
Clc1ccc(Oc2ncnc3sc4c(c23)CCCC4)c(Cl)c1	i
CC(=O)Nc1nc(C23CC4CC(CC(C4)C2)C3)cs1	i
O=C1c2ccccc2SC1(c1nc2ccccc2s1)c1nc2ccccc2s1	i
COC(=O)c1sccc1S(N)(=O)=O	i
S=C1NC2(CCCC2)Nc2sc3c(c21)CCCC3	i
Cn1c(SCC(=O)NC23CC4CC(CC(C4)C2)C3)nc2sc3c(c2c1=O)CCCC3	i
O=C(Cn1ncc(Cl)c(Cl)c1=O)c1cc(F)ccc1F	i
C=C1Sc2ccccc2N1C	i
S=C(Nc1ccc(-n2cnnn2)cc1)NC1CC2CCC1C2 (stereo not drawn)	i
CCOc1ccc2c(c1)-c1c(sn(-c3ccccc3O)c1=S)C(C)(C)N2	i
CN1CCC2(CC1)Oc1ccccc1C1CC(c3ccc(-c4ccccc4)cc3)=NN12 (stereo not drawn)	i
Cc1ccc2nc(COC(=O)CCn3c(C)csc3=O)cc(=O)n2c1	i
Cc1cc(C)n2nc(CCc3nc4nc(C)cc(C)n4n3)nc2n1	i
O=S(=O)(Nc1ccc2cn[nH]c2c1)c1ccc(S(=O)(=O)N2CCCC2)cc1	i
CCOP(=O)(OCC)c1nc(/C=C/c2ccccc2)oc1N(C)C	i
CN(C)CCCN1C(=O)C(O)=C(C(=O)c2cccs2)C1c1ccco1 (stereo not drawn)	i
O=C1c2ccccc2C(=O)c2c(F)cccc21	i
Cc1cc(=O)n2[nH]cnc2c1	i
NS(=O)(=O)c1ccc(S(=O)(=O)N2CCNCC2)cc1	i
Fc1ccc(-c2nnc(CSc3nnc(-c4ccc5c(c4)OCO5)o3)o2)cc1	i
CC(=O)c1csc(N)n1	i
O=C1N(c2ccc3c(c2)OCO3)C(c2ccc(F)cc2)C1(F)F (stereo not drawn)	i
Cc1cccc2nc(CSc3cccc4cccnc34)cn12	i
O=[N+]([O-])c1ccc(S(=O)(=O)N2CCNCC2)cc1	i

Filtered by structure, the compounds so far with a carbonyl joined to an NH by a bond outside any ring.
SMILES	PL synth Enamine
C=CCNc1nnc(SCC(=O)N/N=C2/CC3CCC2(C)C3(C)C)s1 (stereo not drawn)	i
O=C(Cn1cc(C(F)(F)F)ccc1=O)N/N=C/c1ccco1	i
COC(=O)c1c(C)[nH]c(C(=O)C(C)OC(=O)c2c(NC(C)=O)sc(C)c2C)c1C (stereo not drawn)	i
Cn1c(SCC(=O)NC2CCCCCCC2)nc2sc3c(c2c1=O)CCCC3	i
CC(C)CCNC(=O)Cn1cc(C(F)(F)F)cc(Cl)c1=O	i
Cc1cc(NC(=O)CSc2nnc(-c3ccco3)n2C)no1	i
CC(=O)Nc1nc(C23CC4CC(CC(C4)C2)C3)cs1	i
Cn1c(SCC(=O)NC23CC4CC(CC(C4)C2)C3)nc2sc3c(c2c1=O)CCCC3	i

Back to the main list with the two entries that preceded the break.
SMILES	PL synth Enamine
Cc1cccc2nc(CSc3cccc4cccnc34)cn12	i
O=[N+]([O-])c1ccc(S(=O)(=O)N2CCNCC2)cc1	i
Brc1cc2c(cc1CSc1nnc3n1CCCCC3)OCO2	i
Cc1nn(CC(=O)N2CCCCC2C)c(C)c1S(=O)(=O)NC(C)(C)C (stereo not drawn)	i
CCOC(=O)c1c(C)[nH]c(C(=O)CSC2CCCCC2)c1C	i
Oc1c(C(c2ccccn2)N2CCN(c3ccccn3)CC2)cc(Cl)c2cccnc12 (stereo not drawn)	i
O=C(O)Cc1csc(N2CCCC2=O)n1	i
CCOC(=O)C1=C(C)NC(C)=C(C(=O)OCC)C1C(=O)OCC(=O)N1CC(C)OC(C)C1 (stereo not drawn)	i
O=C(CCN1C(=O)S/C(=C\c2cccs2)C1=O)NC1=NCCS1	i
CN(C)P(=NC(=S)Nc1ccc(-c2ccc(NC(=S)N=P(c3ccncc3)(N(C)C)N(C)C)cc2)cc1)(c1ccncc1)N(C)C	i
NS(=O)(=O)c1ccc(Nc2ccc3c(c2)OCCCO3)c([N+](=O)[O-])c1	i
Cc1ccc(/C=C2\SC(=S)N(CCCC(=O)O)C2=O)o1	i
Cc1cc(C)c(S(=O)(=O)NC2CC(C)(C)NC(C)(C)C2)cc1Br	i
O=C(Nc1n[nH]c(C(F)(F)F)n1)C1CC1	i
Cc1cc(/C=N/NC(=O)CC23CC4CC(CC(C4)C2)C3)c(C)n1C1CC1	i
C/C(=N\N=c1/sc2ccccc2n1C)c1ccc(C)c(C)c1	i
CC(C)(C)NC(=O)NC(=O)COC(=O)CSC(C)(C)C	i
S=C(NNc1c(Cl)cc(Cl)cc1Cl)NC1CCCCC1	i
c1ccc2sc(CSc3nnc4c(n3)[nH]c3ccccc34)nc2c1	i
COC(=O)c1sc(NC(=O)COC(=O)C2CCC2)c(C(=O)OC)c1C	i
C=CCn1c(=S)[nH]c2ncccc2c1=O	i
Cc1cc(C(=O)CCC(=O)N2CCN(C(=O)c3ccco3)CC2)c(C)s1	i
CC1CCCCC12NC(=O)N(CC(=O)N1CCCCCC1)C2=O (stereo not drawn)	i
COc1cc(/C=C2\SC(=O)NC2=O)ccc1OC(F)F	i
Clc1cccc(Cl)c1OCCOc1cccc2cccnc12	i
CC(Nc1ncnc2sccc12)C1CC2CCC1C2 (stereo not drawn)	i
Cn1nnnc1Sc1ccc(S(=O)(=O)N2CCCCC2)cn1	i
Clc1ccc(C2=NN3C(C2)c2ccccc2OC3c2ccc(-c3ccccc3)cc2)cc1 (stereo not drawn)	i
Nc1ccc2c(c1)OC1(O)c3ccccc3C(=O)C21O (stereo not drawn)	i
NC(N)=NCCN1CCOCC1	i
CSc1ccc(C=Nc2cc(S(C)(=O)=O)ccc2Cl)cc1	i
CC1(C)CC(NCCCN2CCCCC2)=CC(=[N+]2CCCCC2)C1	i
c1ccc(NNC2=Nc3cccc4cccc2c34)cc1	+
NC(=O)C1CCN(c2ncnc3nc[nH]c23)CC1	i
O=C1NC(c2ccccc2)=C(c2ccc3ccccc3n2)C(c2ccncc2)N1 (stereo not drawn)	i
COc1ccc(-c2cc3c4c(nc(C)nc4n2)Oc2ccc(C)cc2-3)cc1	i
Nc1ccc2c(c1)OC1(CCCC1)O2	i
CCOC(=O)C1=C(C)NC(C)=C(C(=O)OCC)C1C(=O)OCC(=O)NC(C)C	i
C(=C\c1ccccc1)/C=N/[n+]1ccccc1	i
Clc1cccc(Cl)c1C=C(c1nc2ccccc2s1)c1nc2ccccc2s1	i
Nc1nc2ccc(OC(F)(F)F)cc2s1	i
C(=C\c1ccccc1)/CSc1nnc(-c2c[nH]c3ccccc23)o1	i
COc1ccc(-c2n[nH]c(=S)n2/N=C/c2ccc(OC)c(Br)c2)cc1	i
Cc1ccc(/C=C/c2sc3ccccc3[n+]2CCCS(=O)(=O)[O-])cc1	i
CC(=O)c1c(C)[nH]c(C(=O)C(C)Sc2nnc(C3CC3)n2C2CC2)c1C (stereo not drawn)	i
CC(C)(C)c1ccc(CN2c3cccc4cccc(c34)S2(=O)=O)cc1	i
Cc1nn(-c2ccccc2)c2c1P(=O)(N1CCOCC1)/C(=C1/N(C)c3ccccc3C1(C)C)C=N2 (stereo not drawn)	i
O=C1NC(=NC2CCCC2)S/C1=C\c1cc([N+](=O)[O-])ccc1N1CCCC1	i
CC(C1CC2CCC1C2)N1CC(O)=C(c2nc3ccccc3[nH]2)C1=N (stereo not drawn)	i
CC(OC(=O)c1ncc(Cl)c(Cl)c1Cl)C(=O)C12CC3CC(CC(C3)C1)C2 (stereo not drawn)	i
O=S(=O)(c1ccc(NC(=S)NC2CC2)cc1)N1CCOCC1	i
CNC(=S)Nc1ccc(N2CCOCC2)cc1	i
O=S(=O)(c1ccc2c(c1)CCC2)N1CCCC1c1ccc2c(c1)OCCCO2 (stereo not drawn)	i
COc1ccc(NC2C=CS(=O)(=O)C2)cc1 (stereo not drawn)	i
S=c1[nH]c(-c2ccccc2)cn1-c1ccccc1	i
C/C(C=Nc1ccccc1)=C\Nc1ccccc1	i
O=C(Cn1ncc(Cl)c(Cl)c1=O)NCCC1=CCCCC1	i
COc1cc(C2Sc3ccccc3N=C3c4ccccc4CCC32)cc(OC)c1OC (stereo not drawn)	i
CC(=O)CSc1nc(C)nc2sc3c(c12)CCC3	i
CCC(C)NC(N)=O (stereo not drawn)	i
C=CCNc1nc(C(=O)OCC(=O)c2ccc[nH]2)cs1	i
O=C(COC(=O)CN1C(=O)NC2(CCCC2)C1=O)NC1CCCC1	i

The results go on.
SMILES	PL synth Enamine
Nc1nc(N)nc(SCC(=O)c2ccc[nH]2)n1	i
Cc1c(N2C(=O)C3C4C=CC(C5CC45)C3C2=O)c(=O)n(-c2ccccc2)n1C (stereo not drawn)	i
CN(CC(=O)Nc1ccc(F)cc1)Cn1nc2c(Cl)cc(Cl)cn2c1=S	i
CC(=O)O/N=C1\Sc2ccccc2C1=O	i
C=CCn1c(SCC(=O)OC)nc2sc3c(c2c1=O)CCCC3	i
O=S(=O)(Nc1ccc(Br)cc1)c1ccc(F)cc1	i
CSC(=NS(=O)(=O)c1cccs1)Nc1ccc(Br)cc1F	i
CCOC(=O)c1c(C)[nH]c(C(=O)OCc2nccn2C(F)F)c1C	i
Cc1cc(C(=O)Cn2cnc3c2c(=O)n(C)c(=O)n3C)c(C)n1C	i
Clc1cc2c(c3ncccc13)OCN(C1CCCC1)C2	i
CC(=NC(C)c1cccs1)c1c(O)[nH]c(=O)[nH]c1=O (stereo not drawn)	i
CN(C(=S)NCc1ccc2c(c1)OCO2)C1CCS(=O)(=O)C1 (stereo not drawn)	i
O=C(COc1ccc2c3c(c(=O)oc2c1)CCC3)OCc1cc(=O)oc2cc(O)c(O)cc12	i
Cn1c(N)c(C(=O)COC(=O)C23CC4CC(CC(C4)C2)C3)c(=O)n(C)c1=O	i
O=S(=O)(Nc1cccc(I)c1)c1cccs1	i
CC(=O)NCCC(=O)NNC(=O)CC12CC3CC(CC(C3)C1)C2	i
FC(F)(F)c1ccc2c(c1)n(Cc1cccc(Cl)c1)c1[n+]2CCCCC1	i
C=CCN1C(=O)C2(OCCCO2)c2ccccc21	i

Compound activity: PubChem, School of Medicine, Boston University

A portion of the library (hit frequency here may not be typical).
